Assay outcomes (PubChem BioAssay)
14-3-3 PPI: modulators of human 14-3-3 gamma - Raf peptide interaction; P61981; FP, 14-3-3gamma / TMR-pS259-Raf peptide binding; inhibition, % at 40 µM; actives 0.19% (n = 160,000); AID 422; in the data active means inhibition above about 30%;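 further: 0% = protein plus tracer without compound and 100% = blank with tracer alone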
Target sequence (P61981 whole entry, looked up): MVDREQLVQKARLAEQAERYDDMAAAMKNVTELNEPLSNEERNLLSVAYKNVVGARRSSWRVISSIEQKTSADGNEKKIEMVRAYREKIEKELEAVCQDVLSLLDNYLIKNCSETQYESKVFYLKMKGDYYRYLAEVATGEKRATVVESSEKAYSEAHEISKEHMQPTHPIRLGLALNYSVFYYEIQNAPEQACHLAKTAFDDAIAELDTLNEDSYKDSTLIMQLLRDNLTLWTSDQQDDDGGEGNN
* hit, by the source's call; & = joins results of further samples.

SMILES	14-3-3 PPI
CCN(CC)C(=O)c1cc2c(n(-c3ccc(C)cc3)c1=O)CC(C)(C)CC2=O	5
CCOC(=O)c1c(NC(=O)C(C(F)(F)F)C(F)(F)F)sc(C(=O)Nc2cccc(Cl)c2)c1C	-53
Cc1ccc(NC(=O)C(NC(=O)CN2CC(=O)Nc3ccccc32)c2ccccc2)cc1 (configuration not stated)	-17
CC(C)(C)NCC(O)COc1nsnc1N1CCOCC1 (configuration not stated)	-1
Cc1ccc2cc3cc(C(=O)NCCN(C)C)sc3nc2c1	-4
COc1ccc(N2CNC(=S)N(c3ccccc3)C2)cc1	-3
O=C(NCCCN1CCCCC1)c1ccc2c(c1)NC(=O)C(N1CCCCC1)S2 (configuration not stated)	-8&-7
COCCn1c(C)cc(C(=O)CSc2nnc(C)s2)c1C	-4
O=C(Nc1cccc(-c2nnc(-c3ccco3)o2)c1)c1ccccc1I	-13
O=C1c2ccc(Oc3ccc(Cl)cc3)cc2C(=O)N1c1ccc(O)cc1	3
CC(C)c1ccc(OCC(=O)Nc2ccc(C(=O)OC3CCCCC3)cc2)cc1	-1
c1ccc2c3c([nH]c2c1)-c1ccsc1CC3	18

Shown in markdown: seven of the compounds above
| Molecule | 14-3-3 PPI |
| --- | --- |
| O=C(Nc1cccc(-c2nnc(-c3ccco3)o2)c1)c1ccccc1I | -13 |
| COc1ccc(N2CNC(=S)N(c3ccccc3)C2)cc1 | -3 |
| CC(C)(C)NCC(O)COc1nsnc1N1CCOCC1 (configuration not stated) | -1 |
| c1ccc2c3c([nH]c2c1)-c1ccsc1CC3 | 18 |
| CC(C)c1ccc(OCC(=O)Nc2ccc(C(=O)OC3CCCCC3)cc2)cc1 | -1 |
| Cc1ccc(NC(=O)C(NC(=O)CN2CC(=O)Nc3ccccc32)c2ccccc2)cc1 (configuration not stated) | -17 |
| O=C1c2ccc(Oc3ccc(Cl)cc3)cc2C(=O)N1c1ccc(O)cc1 | 3 |

Continued.
SMILES	14-3-3 PPI
CCOC(=O)C1CCN(C(=O)c2nn(-c3ccc(OC)cc3)c(=O)c3ccccc23)CC1	-7
CC1(C)N([O-])c2ccccc2[N+]1=O	3
COC1(OC)N=C(N)C2(C#N)C(c3ccc(C)cc3)C12C#N (configuration not stated)	-2
CCN1CCN(C(c2cc(OC)c(OC)c(OC)c2)c2nnnn2C(C)C)CC1 (configuration not stated)	5
O=c1[nH]cnc2c1C1(CCCC1)Cc1ccccc1-2	-2
O=C(Cc1ccc(-n2c(=S)[nH]c3ccccc3c2=O)cc1)N1CCN(c2cccc(C(F)(F)F)c2)CC1	3
Cc1cc(-c2ccccc2)cc(-c2ccccc2)[o+]1	-33
Cc1cc(C)cc(NS(=O)(=O)c2ccc3[nH]c(=O)[nH]c3c2)c1	-13
CC(C)CNC(=O)c1cc(-c2ccco2)on1	-4&-8
CCCOC(=O)c1ccc(NS(=O)(=O)c2ccc(OC)c(OC)c2)cc1	-8
O=C(COc1ccc2ccccc2c1)N1CCN(C(=O)c2cccnc2)CC1	-8
C=CCNC(=O)c1cc2ccccc2o1	-2
Nc1nc(CN2CCN(Cc3ccc4c(c3)OCO4)CC2)nc(Nc2ccccc2)n1	-7
Cc1nn(C(=O)NC2CCCCC2)c(C)c1Cl	6
N#CN=C1CCCCCN1CC(N)=O	-5
C=CCn1c(SCC(=O)N2CCN(C(=O)c3ccco3)CC2)nc2sc(CC)cc2c1=O	-2
CCN(CCN(C)C)C(=O)Cn1c(=S)[nH]c2ccccc2c1=O	6
Cc1c(Cl)cccc1NC(=O)c1cc(S(=O)(=O)N(C)Cc2ccccc2)ccc1F	-1
CCCOC(=O)C1C2C=CC3(CN(c4ccc(OC)cc4)C(=O)C13)O2 (configuration not stated)	-3
COc1ccc(CNC(=O)C2CSCCS2)cc1 (configuration not stated)	-6
O=S(=O)(NCCC1=CCCCC1)c1cccc(S(=O)(=O)N2CCOCC2)c1	-8
O=C(CCc1nc2ccccc2n(Cc2ccccc2F)c1=O)NCc1ccc2c(c1)OCO2	-12
CN(Cc1ccccc1)C(=O)c1ccc(N2CC3CC(C2)c2cccc(=O)n2C3)c(NC(=O)c2ccc(Br)o2)c1 (configuration not stated)	-5
CCCc1ccc(Oc2c(-c3ccc(O)c(C)c3O)n[nH]c2C)cc1	-4
CC(NC(=O)CCS(=O)(=O)Cc1ccccc1Cl)c1ccccc1 (configuration not stated)	3
O=C(NCc1nnc(SCC(=O)N2CCOCC2)o1)c1cccs1	-2
COC(=O)c1nnn(CC(=O)Nc2c(C)cccc2C)c1C(=O)OC	-13
Cc1ccccc1N1C(=O)CN(Cc2sccc2C)C1=S	0
Cc1nn(C)c(C)c1S(=O)(=O)Nc1ccc(Br)cc1	-7
O=C(Nc1ccc(F)c([N+](=O)[O-])c1)c1ccc(-c2cccc(Cl)c2)o1	-18
COc1ccc(CC(=O)OCc2nnc(C3COc4ccccc4O3)o2)cc1OC (configuration not stated)	-2
CC(C)(C)c1ccc(OC(=O)c2ccc3snnc3c2)cc1	4
CC1=C(C(=O)OC(C)C)C(c2cccnc2)C2=C(CCCC2=O)N1 (configuration not stated)	-5
COC(=O)c1sc2ccccc2c1NC(=O)c1ccc([N+](=O)[O-])s1	0
CCCNC(=O)c1cc2c(=O)n3ccccc3nc2s1	12
Nc1ccccc1C(=O)N1CCc2ccccc21	-6
CCC(C)NS(=O)(=O)c1ccc(F)c(C(=O)Nc2ccc(Cl)cc2C(F)(F)F)c1 (configuration not stated)	0
CCOc1ccc(NC(=O)c2ccc3c(=O)n(Cc4ccccc4)c(=S)[nH]c3c2)cc1	-10
COC(=O)c1ccc2nc(C)cc(Nc3ccc(F)cc3)c2c1	-68
Cc1ccc(-n2nc3c(c2NC(=O)C2CC2)CS(=O)(=O)C3)cc1	-9
COC(=O)c1cccc(NC(=O)c2ccco2)c1	-19
CCCNC(=O)c1cc2nc(-c3ccccc3)cc(-c3ccccc3)n2n1	-23
COc1ccc(CC(=O)N2CC(=O)N(CCc3ccccc3)C(=O)C2)cc1	-4&-8
CCOC(=O)c1[nH]c(C)c(C(=O)Nc2cc(OC)ccc2OC)c1C	-3
c1ccc(-c2nc(NCc3cccnc3)c3ccccc3n2)cc1	-3
CCSCCOC(=O)C1=C(C)NC2=C(C(=O)C(C(=O)OC)C(C)C2)C1c1cccc(Cl)c1 (configuration not stated)	-5
COc1ccc(Nc2cc(C(=O)NCCN3CCCCCC3)c3ccccc3n2)c(OC)c1	-29
Cc1ccc2nc(-c3ccc(Br)cc3)cc(C(=O)O)c2c1	-2

Retrieved by structure from the entries so far:
SMILES	14-3-3 PPI
CC1=C(C(=O)OC(C)C)C(c2cccnc2)C2=C(CCCC2=O)N1 (configuration not stated)	-5
Cc1c(Cl)cccc1NC(=O)c1cc(S(=O)(=O)N(C)Cc2ccccc2)ccc1F	-1

(cont.)
SMILES	14-3-3 PPI
COc1ccc(-n2c(Cc3cccn3C)nnc2SCC(=O)Nc2nc(C)cs2)cc1	-2
O=C1N(Cc2ccccc2)c2cccc3cccc(c23)N1Cc1ccccc1	-14
Nc1ccc(Oc2ccc3c(c2)C(=O)N(Cc2ccco2)C3=O)cc1	6
COc1cccc(NS(=O)(=O)c2ccc3[nH]cc(C(=O)NC(C)c4ccc5c(c4)OCCO5)c(=O)c3c2)c1 (configuration not stated)	-15
Cc1ccc(C)c(N2C(=O)C3C4C=CC(C4)C3C2=O)c1 (configuration not stated)	-15
CCOc1cc(C2NC(=O)N(C)C(C)=C2C(=O)OC)cc(Br)c1O (configuration not stated)	-13&-23
O=P(O)(c1ccccc1)c1ccccc1O	6&-4
CCOc1ccc2c(=O)c(Oc3ccccc3)c(C)oc2c1C	-17
COc1ccc(C(=O)Nc2ccc(I)cc2C)cc1OC	-1
CC(C)(O)C#Cc1ccc(C(=O)NC(c2ccccc2)c2ccccc2)cc1	-6
Cn1cnc([N+](=O)[O-])c1Sc1ncnc2nc[nH]c12	-6
CCCCn1c(=NC(=O)c2ccccc2Cl)c(C(=O)OCC)cc2c(=O)n3ccccc3nc21	-22

Overlap with the part before: 2 entries; new compounds follow.
SMILES	14-3-3 PPI
Cn1cnc([N+](=O)[O-])c1Sc1ncnc2nc[nH]c12	-6
CCCCn1c(=NC(=O)c2ccccc2Cl)c(C(=O)OCC)cc2c(=O)n3ccccc3nc21	-22
CCOC(=O)C1CCCN(C(=O)C2c3ccccc3C(=O)N(Cc3ccc(F)cc3)C2c2ccc(OC)cc2)C1 (configuration not stated)	-8
COC(=O)Cn1cc(C(=O)OC)cc(Br)c1=O	3
CCn1cc(C(=O)NCc2ccc3c(c2)OCO3)c(=O)c2cc(S(=O)(=O)N3CCOCC3)ccc21	-8
NC(=O)c1ccc(NC(=O)CN2CCN(S(=O)(=O)c3cccc([N+](=O)[O-])c3)CC2)cc1	-1
Cc1ccc(-c2ccc(/C=N/n3cnnc3)o2)cc1Cl	-5
COc1cc(C2C(C#N)=C(C)NC3=C2C(=O)c2ccccc23)cc(OC)c1OC (configuration not stated)	-10
COc1cc2c(=O)n(CCc3ccccc3)c(=O)n(CC(=O)c3cccc(C(F)(F)F)c3)c2cc1OC	-5
CC(O)CNc1nc2c(c(=O)n(C)c(=O)n2C)n1Cc1cccc(Br)c1 (configuration not stated)	9
CC(=O)OC(C(=O)N/C(N)=N/c1nc2ccccc2o1)c1ccccc1 (configuration not stated)	20
COc1ccccc1N=Cc1c(O)c(C(=O)Nc2ccccc2OC)cc2ccccc12	78*
CCOC(=O)N1CCC(Nc2c(-c3ccc(C)cc3)c(=O)c2=O)CC1	-5
COc1ccc(C2C(C(=O)Nc3ccc(C)cc3C)=C(C)Nc3ncnn32)cc1 (configuration not stated)	1
O=C(NCc1ccco1)c1ccc(COCC(F)(F)F)cc1	0
Cc1cc(O)c(C=Nc2ccc3oc(-c4cccnc4)nc3c2)cc1C	-28
CCn1c(=O)cc(OCC(=O)Nc2ccccc2C#N)c2ccccc21	6
Cc1ccc(S(=O)(=O)N2CCCN(S(=O)(=O)c3ccc(C)cc3)CC2)cc1	12
CCOC(=O)N1CCN(S(=O)(=O)c2c(C)[nH]c(=O)[nH]c2=O)CC1	2
Cc1cc(C)c(S(=O)(=O)N2CCN(S(=O)(=O)c3cc(C)c(C)cc3C)C(C)C2)cc1C (configuration not stated)	5
Nc1nc(Nc2ccccc2C(F)(F)F)cc(-c2ccccc2)n1	-5
CCOC(=O)N1CCC(NC(=O)C2CCCN2C(=O)OCc2ccccc2)CC1 (configuration not stated)	-3
Cc1ccc(NC(=O)c2cc(S(=O)(=O)N3CCCCC3)ccc2F)cc1Cl	4
CC1=C(C(=O)OCC2CCCO2)C(c2ccncc2)C2=C(CCCC2=O)N1 (configuration not stated)	-3
O=C(CSc1nc2ccccc2[nH]1)N1CCN(c2ccccc2)CC1	10
COc1cc(-c2nc3ccccc3c(=O)n2Cc2ccc(C(C)(C)C)cc2)cc(OC)c1OC	-1

No new results follow: an excerpt of the list.
SMILES	14-3-3 PPI
CCOC(=O)N1CCC(NC(=O)C2CCCN2C(=O)OCc2ccccc2)CC1 (configuration not stated)	-3
Cc1ccc(NC(=O)c2cc(S(=O)(=O)N3CCCCC3)ccc2F)cc1Cl	4
CC1=C(C(=O)OCC2CCCO2)C(c2ccncc2)C2=C(CCCC2=O)N1 (configuration not stated)	-3
O=C(CSc1nc2ccccc2[nH]1)N1CCN(c2ccccc2)CC1	10
COc1cc(-c2nc3ccccc3c(=O)n2Cc2ccc(C(C)(C)C)cc2)cc(OC)c1OC	-1

(more compounds)
SMILES	14-3-3 PPI
O=[N+]([O-])c1cc(Cl)cc(C=Nc2ccc(Cl)c(-c3nc4ccccc4o3)c2)c1O	-21
COc1cc2c(cc1OC)C(C(=O)Nc1ccc(C(C)C)cc1)C(c1cccnc1)N(C)C2=O (configuration not stated)	-4
CC(=O)N1c2c(cc(Br)cc2S(=O)(=O)Nc2ccc(C)cc2)CC1C (configuration not stated)	6
COc1ccc2oc(=O)c(C(=O)NCC3CCCO3)cc2c1 (configuration not stated)	-9
COc1cccc(C(=O)CSc2nnc(-c3ccco3)n2CC2CCCO2)c1 (configuration not stated)	-5
Cc1ccc(C(=O)CC(SCc2ccco2)c2ccc([N+](=O)[O-])cc2)cc1 (configuration not stated)	1
CCOc1cc2[nH]c(=O)n(CC3CCC(C(=O)NC(C)CC)CC3)c(=O)c2cc1OCC (configuration not stated)	1
CCCCNc1c(C(=O)OCC)c(=O)[nH]c2ccccc12	-9
Cc1ccc(-n2ncc3c(=O)[nH]c(SCC(=O)c4ccccc4)nc32)cc1	20
O=C(NCCCN1CCN(c2ccc(F)cc2)CC1)c1cccn2c(=O)c3c4c(sc3nc12)CCCC4	-13
CC(C)CC1(C(=O)O)NC(c2cccs2)C2C(=O)N(c3ccccc3Cl)C(=O)C21 (configuration not stated)	11
COc1ccc(OC)c(NC(=O)CCN2CCC(C)CC2)c1	4
Cc1cc(C)c(S(=O)(=O)Nc2ccc3oc(C)c(C(=O)OC(C)C)c3c2)cc1C	-24
COc1ccc(CC(=O)Nc2ccc(-c3noc(CCc4ccccc4)n3)cc2)cc1	-7
Cc1cccc(C)c1NC(=O)Cn1c(=O)n(Cc2ccco2)c(=O)c2ccccc21	-9
COc1ccc(-c2cc(C(=O)Nc3c(C)nn(Cc4ccccc4)c3C)no2)cc1OC	-3
CC(NC(=O)c1cc(Cl)ccc1[N+](=O)[O-])c1ccccc1 (configuration not stated)	-12
COc1ccc(-c2nnn(CC(=O)c3ccccc3)n2)cc1OC	5
O=C(NCCN1CCCC1)c1ccc(CS(=O)(=O)c2ccc(Cl)cc2)o1	-1
CSc1ccccc1C(=O)Nc1cccc(C(C)O)c1 (configuration not stated)	-2&0
Cc1cc(NS(=O)(=O)c2ccc(NC(=O)CCN3C(=O)c4ccccc4C3=O)cc2)nc(C)n1	-5
CC(NS(=O)(=O)c1ccc(C(C)(C)C)cc1)C1C2CC3CC(C2)CC1C3 (configuration not stated)	1
CC(C)c1ccc(NC(=O)C(c2ccc3c(c2)OCO3)N2CCOCC2)cc1 (configuration not stated)	3
O=[N+]([O-])c1ccccc1C=Nc1cccc(N=Cc2ccccc2[N+](=O)[O-])c1	-1
CCn1cnc2sc(C(=O)N3CCN(c4ccc(OC)cc4)CC3)c(C)c2c1=O	2

Some of the compounds tested; the hit share may differ from the screen's.
